# Source: PubChem (Southern Research Specialized Biocontainment Screening Center)
# VEEV TC-83 Vero: inhibitors of VEEV TC-83 cytopathic effect, confirmation, Vero cells (AID 588727) | Vero cells, VEEV TC-83 cytopathic effect inhibition; higher % means a stronger effect | 350,000 tested, 0.13% active | inhibition, % at 20 µM; hits with a dose series show IC50 in µM; in the data active = a potency from the dose series; inconclusive = inhibition mostly from about 14% at the one dose, without a potency; inactive = the rest, 99 in 100 with inhibition below about 12%; note: strong numbers were not always called active
# influenza NS1A: H1N1 influenza NS1A inhibitors, functional cell based assay (AID 504329); NS1A functional cell-based assay, percent inhibition; higher % means a stronger effect; 340,000 tested, 0.3% active; inhibition, % at 12.5 µM, or IC50 in µM where a hit was titrated; in the data active = a potency from the dose series; inconclusive = inhibition above about 27% without an active follow-up result; note: strong numbers were not always called active
# tuberculosis growth: growth inhibition of non-replicating M. tuberculosis (AID 488890); inhibition, % at 25 µM, or IC50 in µM where a hit was titrated; 320,000 tested, 0.39% active; Mycobacterium tuberculosis non-replicating, growth inhibition; higher % means a stronger effect; in the data active = a potency from the dose series; inconclusive = inhibition mostly from about 82% at the one dose, without a potency; inactive = the rest, 99 in 100 with inhibition below about 76%;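 note: plate controls were DMSO cells for no effect and high antibiotic wells for full effect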
# H37Rv inhibition: M. tuberculosis growth inhibition, HTS (AID 449762); one-dose inhibition, % at 25 µM; IC50 in µM for titrated hits; 330,000 tested, 0.59% active; M. tuberculosis H37Rv growth inhibition, 7H9 media; higher % means a stronger effect; in the data active = a potency from the dose series; inconclusive = inhibition above about 70% without an active follow-up result;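 note: bacterial growth assessed after seven days of incubation; strong numbers were not always called active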
# PhoP GFP inhibition: PhoP regulon inhibitors, Salmonella typhi PhoP promoter GFP reporter, confirmatory (AID 1850); Salmonella Typhi PhoP-promoter GFP reporter, fluorescence, 4 h; higher % means a stronger effect; inhibition, % at 50 µM, or IC50 in µM where a hit was titrated; 310,000 tested, 0.33% active; in the data active = a potency from the dose series; inconclusive = inhibition mostly from about 25% at the one dose, without a potency; inactive = the rest, 99 in 100 with inhibition below about 19%;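 note: 0% = induced wells with vehicle and 100% = uninduced wells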
# VEEV TC-83 Vero 10K pilot screen: second read-out of VEEV TC-83 Vero, no call of its own (marks repeat the call); inhibition, %; measured here: 10K pilot screen inhibition
# Active calls of the source: *; i = inactive; ? = inconclusive; . = not tested or not shown. Hits appear at their usual frequency; 1.6% or so of the library scored in one or more.
SMILES,VEEV TC-83 Vero,influenza NS1A,tuberculosis growth,H37Rv inhibition,PhoP GFP inhibition,others
O=S(=O)(N(Cc1ccccc1)[C@H](CO)Cc1ccccc1)N(Cc1ccccc1)[C@H](CO)Cc1ccccc1,i,-7%,-11%,6%,.,
COc1ccc(O[C@H]2C=C[C@@H](c3ccccc3)O[C@@H]2CO/N=C(\C)CCN2CCc3nc(-c4ccccc4)c(-c4ccccc4)cc3C2)cc1,.,.,23%,1%,-7%,
Cc1nc2ccc(NC(=O)COc3ccccc3F)cc2s1,1.4%,2%,48%,53%,-4%,
CCCCN1C2=NCCCN2c2ccccc21,i,-11%,0%,3%,6%,
CN(C)CCCn1cnc2c1c(=O)[nH]c(=O)n2Cc1ccccc1,0.7%,1%,-11%,0%,8%,
CCOC(=O)C1(CCc2ccccc2)CCN(C(=O)[C@@H]2C[C@@H](C)NC(=S)N2)CC1,?,1%,31%,-2%,-18%,
FC(F)(F)c1cccc(NCc2n[nH]c(=S)n2C2CCCCC2)c1,3.1%,0%,-9%,5%,0%,
COc1cc(NC(=O)c2cc(-n3cnnc3)ccc2Cl)cc(OC)c1,1.8%,-5%,-4%,-5%,10%,
Cc1nn(C)cc1C(C(=O)NC1CCCCC1)N(C(=O)Cc1cccs1)c1ccc(F)cc1 (centres undefined),7.6%,-5%,-17%,-5%,-4%,
COC(=O)C1=C(c2cccc(C#N)c2)C[C@@H]2CC[C@H]1N2C(=O)N1CCCCC1,1.7%,2%,-11%,1%,.,VEEV TC-83 Vero 10K pilot screen=0.0
O=C(O)CCC(=O)Nc1cccc(C(=O)Nc2ccc(Br)cc2)c1,0.4%,-2%,2%,-15%,-6%,
CCC(C)N(C(=O)COc1ccc(Cl)c2cccnc12)C1CCS(=O)(=O)C1 (centres undefined),i,-1%,10%,1%,2%,
CCC(=O)N1c2ccc(S(=O)(=O)N3CCCC3)cc2CC1C (centres undefined),0.9%,-3%,4%,1%,2%,
CN(Cc1ccccc1)C(=O)c1c[nH]c2ccc(S(=O)(=O)N3CCOCC3)cc2c1=O,0.2%,-3%,-1%,-4%,-8%,
O=C(Nc1ccc(Oc2cccnc2)cc1)c1cccc([N+](=O)[O-])c1,1.4%,0%,37%,3%,8%,
CCC(C)NC(=O)c1ccc2nc(-c3ccc(OC)c(OC)c3)c(-c3ccc(OC)c(OC)c3)nc2c1 (centres undefined),i,-2%,-16%,5%,-4%,
CCOC(=O)CCc1c(C)c2c(C)nn(-c3ccccc3)c2[nH]c1=O,0.9%,26%,.,-25%,4%,
CCCOc1ccc(C2C(C(=O)OC)=CN(CCOC)C=C2C(=O)OC)cc1,6.5%,-19%,32%,1%,5%,
CCC(C)(C)NC(=O)C(c1ccc(OC)cc1)N(C(=O)CCC(=O)Nc1cc(C)on1)c1ccc2c(c1)OCO2 (centres undefined),i,7%,2%,-4%,3%,
C=CCN(C(=O)c1csnn1)C(C(=O)NC1CCCCC1)c1ccc(F)cc1 (centres undefined),i,-9%,-9%,-2%,-2%,
Cc1cccc(OCC(=O)Nc2ccc(N3CCN(C(=O)c4ccccc4)CC3)cc2)c1,1.8%,-8%,17%,-24%,-10%,
CCC(C)(C)NC(=O)C(c1ccncc1)N(C(=O)c1sc(C)nc1C)c1ccc(C)cc1 (centres undefined),i,1%,4%,4%,-16%,
S=c1[nH]nc(-c2ccc3ccccc3n2)o1,i,-3%,0%,-8%,-27%,
O=[N+]([O-])c1cc([N+](=O)[O-])c(Oc2ccccc2F)cc1NN1CCCCC1,0.5%,-2%,-6%,-1%,-4%,
COc1ccccc1N1CCN(C(=O)c2ccc3c(=O)n(Cc4ccco4)c(=S)[nH]c3c2)CC1,0.9%,-3%,34%,3%,0%,
# Other structures.
SMILES,VEEV TC-83 Vero,influenza NS1A,tuberculosis growth,H37Rv inhibition,PhoP GFP inhibition,others
CCOc1ccc(-c2nc(CSCC(=O)N3CCN(c4cccc(OC)c4)CC3)c(C)o2)cc1,7.4%,>100µM*,33%,8%,3%,
COc1ccc(-c2cn3ccc4ccccc4c3n2)cc1,0.2%,12%,.,46%,11%,
COc1cc(/C=C2/SC(=O)NC2=O)ccc1OCc1ccccc1,1.8%,-18%,?,24%,-3%,
O=C(CS(=O)CC(=O)N(CC(=O)NC1CCCC1)C1CCCCC1)Nc1ccc(F)cc1 (centres undefined),3.6%,4%,9%,-1%,6%,
O=C(COc1ccccc1F)OCC(=O)c1ccc([N+](=O)[O-])cc1,1.9%,-2%,38%,5%,.,
O=C(NCc1ccccc1)c1cc[n+](CC(=O)c2cccs2)cc1,3.2%,.,-14%,-5%,4%,
CC(=O)c1cccc(NC(=S)NC(=O)c2ccc(C)cc2)c1,0.7%,-1%,37%,4%,0%,
O=C(O)c1ccc(Nc2ncnc3ccccc23)cc1,i,-2%,17%,1%,5%,
CCOC(=O)Cc1csc(NC(=O)c2ccc(N3CCOCC3)cc2[N+](=O)[O-])n1,12%,6%,-1%,1%,.,
CCc1ccc(OC(=O)c2ccn(CC)n2)cc1,0.4%,9%,?,?,-11%,
Cc1cccc(-n2c(SCC(=O)NC3CCCC3)nnc2-c2ccoc2C)c1,7.4%,-6%,-9%,10%,-10%,
CC(C)CC(COCc1ccc(C(F)(F)F)cc1)N1CCN(C(=O)c2ccc(C(F)(F)F)cc2)CCC1=O (centres undefined),1.1%,-3%,8%,0%,-25%,
O=C(COc1cccnc1[N+](=O)[O-])NCCc1ccc(F)cc1,i,-6%,79%,4%,0%,
Cc1nn(CC(=O)N(C)C2CCC(C)CC2)c(C)c1S(=O)(=O)N(C)C (centres undefined),0.7%,-12%,1%,-10%,.,
O=[N+]([O-])c1ccc(-c2cn3ccccc3n2)cc1,1.1%,.,-10%,-1%,7%,
COC(=O)[C@]1(Cc2ccccc2)N[C@H](CN(C)C(=O)Nc2ccc(OC)cc2)[C@@H]2C(=O)N(Cc3ccccc3)C(=O)[C@@H]21,0.8%,6%,17%,2%,.,
O=C(NCCc1ccccc1)c1ccccc1NC(=O)C1CCCO1 (centres undefined),0.6%,10%,0%,7%,-4%,
O=C(C1CCC(CNS(=O)(=O)c2cccc3cccnc23)CC1)N1CCCC1 (centres undefined),i,-5%,.,3%,-18%,
Nc1c(Cl)cc(Cl)cc1C(=O)OCC(=O)NC1CC1,2.5%,24%,10%,0%,-4%,
C=CCS/C(=N\n1cnc2ccccc2c1=O)N1CCCCC1,7.8%,2%,1%,-1%,10%,
O=C(NCC(=O)N1CCN(c2ccccc2F)CC1)c1ccc(Br)o1,6.0%,-1%,-12%,-5%,-5%,
COC1=Cc2c(ccc3ccc(=O)oc23)OC1(C)C,0.5%,-7%,3%,2%,-5%,
COc1ccc2oc(C(=O)OCC(=O)N(Cc3ccccc3)C(C)(C)C)c(C)c2c1,8.4%,-6%,3%,-9%,-6%,
COc1ccc(-n2ccc(=O)c(C(=O)O)n2)c(OC)c1,i,-2%,-10%,-2%,-14%,
CCOc1ccc(N=C2SC(C(=O)O)CC(=O)N2C)cc1 (centres undefined),2.1%,-10%,2%,7%,13%,

# 5 entries drawn at random from the list so far:
SMILES,VEEV TC-83 Vero,influenza NS1A,tuberculosis growth,H37Rv inhibition,PhoP GFP inhibition,others
C=CCN(C(=O)c1csnn1)C(C(=O)NC1CCCCC1)c1ccc(F)cc1 (centres undefined),i,-9%,-9%,-2%,-2%,
COc1ccc2oc(C(=O)OCC(=O)N(Cc3ccccc3)C(C)(C)C)c(C)c2c1,8.4%,-6%,3%,-9%,-6%,
O=C(NCCc1ccccc1)c1ccccc1NC(=O)C1CCCO1 (centres undefined),0.6%,10%,0%,7%,-4%,
CCOC(=O)CCc1c(C)c2c(C)nn(-c3ccccc3)c2[nH]c1=O,0.9%,26%,.,-25%,4%,
O=C(Nc1ccc(Oc2cccnc2)cc1)c1cccc([N+](=O)[O-])c1,1.4%,0%,37%,3%,8%,

# Next part
SMILES,VEEV TC-83 Vero,influenza NS1A,tuberculosis growth,H37Rv inhibition,PhoP GFP inhibition,others
O=C(Oc1ccc(/C=N/NC(=O)c2ccccn2)cc1)c1cccc(Br)c1,i,-20%,?,?,-1%,
CC(=O)c1coc2ccc(OCCN3CCCCC3)cc12,0.7%,1%,12%,-3%,0%,
O=C(NCCCc1ccccc1)c1c(O)nc2sccn2c1=O,9.2%,2%,77%,?,10%,
Cc1ccc(C(=O)/C=C/c2cc(Br)cc(Br)c2O)o1,2.9%,8%,?,40%,3%,
CCOc1ccc(NC(=O)CN(C)C(=O)CSCc2cccc(C)c2)cc1OCC,8.8%,-10%,23%,42%,3%,
Cc1c(NC(=O)CCC(=O)N2CCOCC2)c(=O)n(-c2ccccc2)n1C,0.8%,11%,-1%,2%,-6%,
Cc1noc(C)c1C(=O)Nc1ccc(-c2nnc3n2CCCCC3)cc1,i,-5%,-13%,-11%,.,
COc1ccc(N2CCN(C(=O)CSc3nc4cc(OC)c(OC)cc4cc3C#N)CC2)cc1,0.8%,-1%,12%,-2%,-7%,
O=C(Nc1ccccn1)C1CCN(S(=O)(=O)c2cccs2)CC1,0.1%,-2%,-1%,3%,-11%,
Nn1c(SCC(=O)Nc2ccc(S(N)(=O)=O)cc2)nnc1C(F)(F)F,0.3%,12%,-3%,-6%,17%,
Cc1ccc2nc(NC(=O)CCn3cccc3)sc2c1,2.4%,-6%,13%,9%,7%,
CC(=O)Nc1ccc(S(=O)(=O)N(C)CC(=O)OCCOc2cccc(C)c2)cc1,5.2%,-7%,3%,-1%,-6%,
O=C(CCOc1ccccc1)Nc1ccccc1F,2.1%,-4%,66%,-1%,4%,
CC(=O)c1ccc(NC(=O)C2CCCN2S(=O)(=O)c2cccc3cccnc23)cc1 (centres undefined),i,-7%,14%,2%,-14%,
O=C(Nc1cccc2ncccc12)c1cccc(F)c1,7.5%,2%,-2%,-5%,3%,
COCCn1nnnc1C(c1cccc(OC)c1OC)N1CCN(C(=O)c2ccco2)CC1 (centres undefined),1.3%,3%,-7%,-5%,8%,
O=C(CCOc1ccccc1)Nc1ccnn1C1CCN(Cc2ccc(F)cc2)CC1,1.1%,2%,10%,4%,-15%,
Cc1[nH]c2ccccc2c1C(=O)CN1C(=O)NC2(CC(C)CC(C)(C)C2)C1=O (centres undefined),10%,1%,3%,-4%,-6%,
CC(C)Sc1nc(N2CCOCC2)c2c3c(sc2n1)COC(C)(C)C3,i,-9%,24%,1%,-3%,
CCOc1ccc(-c2nc3scc(-c4cccs4)c3c(=O)[nH]2)cc1,0.9%,0%,-14%,5%,10%,
CCC(Sc1nc(=O)cc(N)n1CCc1ccccc1)C(=O)Nc1ccccc1C#N (centres undefined),3.4%,14%,23%,3%,6%,VEEV TC-83 Vero 10K pilot screen=0.1
O=C(N/N=C\c1cc([N+](=O)[O-])ccc1N1CCCC1)c1ccccn1,0.4%,-5%,57%,?,-5%,
Cc1cccnc1NC(=O)c1cccc(S(=O)(=O)N2CCN(c3ccccc3)CC2)c1,2.1%,1%,34%,-4%,12%,
NS(=O)(=O)c1ccc(NC(=O)Cn2nc(C(=O)O)c3ccccc3c2=O)cc1,0.3%,1%,.,16%,8%,
COc1ccc(OC)c(S(=O)(=O)Nc2ccc(O)c3ccccc23)c1,0.7%,12%,?,0%,-7%,

# Three structures from above, sorted by SMILES length, falling.
SMILES,VEEV TC-83 Vero,influenza NS1A,tuberculosis growth,H37Rv inhibition,PhoP GFP inhibition,others
Cc1[nH]c2ccccc2c1C(=O)CN1C(=O)NC2(CC(C)CC(C)(C)C2)C1=O (centres undefined),10%,1%,3%,-4%,-6%,
NS(=O)(=O)c1ccc(NC(=O)Cn2nc(C(=O)O)c3ccccc3c2=O)cc1,0.3%,1%,.,16%,8%,
Cc1ccc2nc(NC(=O)CCn3cccc3)sc2c1,2.4%,-6%,13%,9%,7%,
